Screening results as filed in PubChem BioAssay.
D3 antag: qHTS of D3 Dopamine Receptor Antagonist: qHTS. D(3) dopamine receptor (Homo sapiens), P35462. D3R cells, DiscoveRx beta-arrestin luminescence, antagonist mode; hits give low values. max response, negative = inhibition, %. 360,000 compounds, 2.5% hits; in the data active means max response below about -50%; inconclusive means no clear call, values can overlap the other calls; further: on the % scale 0 is the no-effect control and ±100 the full control effect; mostly tested at two doses, the higher about 12 µM
Target sequence (P35462 whole entry, looked up): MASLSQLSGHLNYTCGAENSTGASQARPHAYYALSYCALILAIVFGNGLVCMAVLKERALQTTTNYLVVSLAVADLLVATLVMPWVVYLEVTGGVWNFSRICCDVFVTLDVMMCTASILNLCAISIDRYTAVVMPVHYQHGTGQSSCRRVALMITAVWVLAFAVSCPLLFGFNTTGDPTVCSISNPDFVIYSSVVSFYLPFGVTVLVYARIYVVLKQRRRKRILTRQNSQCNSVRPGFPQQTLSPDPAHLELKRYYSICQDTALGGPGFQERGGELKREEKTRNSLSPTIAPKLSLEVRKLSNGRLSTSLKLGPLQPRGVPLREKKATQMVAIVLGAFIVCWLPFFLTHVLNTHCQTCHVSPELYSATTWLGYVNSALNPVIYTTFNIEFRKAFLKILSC
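Cells expressing the human receptor were seeded at 1500 cells/well, incubated overnight at 37 degrees C in 5% CO2, then exposed to library compounds with dopamine controls for 90 minutes at 37 degrees C before luminescent detection.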
GLP-1R inv ag: qHTS of GLP-1 Receptor Inverse Agonists (Inhibition Mode); Glucagon-like peptide 1 receptor (Homo sapiens), P43220; HEK293 GLP-1R CRE-luciferase, luminescence, 24 h; GLP-1R form is constitutively active; Potency, µM (titrated, usually from 38.3 µM), without a hit: at the highest dose activity change, negative = inhibition, usual class: inhibitors; 410,000 compounds, 1.6% hits; further: potency means the concentration at half of the fitted maximal effect; on the % scale 0 is the no-effect control and ±100 the full control effect; nearly all actives have a fitted effect of over 55% in size
Target sequence (P43220 whole entry, looked up): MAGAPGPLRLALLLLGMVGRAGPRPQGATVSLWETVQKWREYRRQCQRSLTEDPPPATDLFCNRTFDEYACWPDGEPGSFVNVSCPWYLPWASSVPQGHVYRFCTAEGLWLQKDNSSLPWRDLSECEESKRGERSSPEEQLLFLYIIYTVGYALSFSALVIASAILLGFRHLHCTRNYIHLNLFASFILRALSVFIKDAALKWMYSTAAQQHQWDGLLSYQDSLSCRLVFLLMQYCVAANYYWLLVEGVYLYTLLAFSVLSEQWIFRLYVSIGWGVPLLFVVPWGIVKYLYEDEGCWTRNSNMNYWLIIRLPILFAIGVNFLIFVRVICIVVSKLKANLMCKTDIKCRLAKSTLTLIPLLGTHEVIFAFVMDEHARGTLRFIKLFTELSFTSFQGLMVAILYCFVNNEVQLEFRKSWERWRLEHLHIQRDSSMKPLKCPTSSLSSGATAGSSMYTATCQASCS
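Readout was luciferase luminescence, measured 12 min after detection reagent at room temperature. Beforehand, GLP-1R reporter HEK293 cells had sat 12 h, then received compounds for 24 hr at 37 deg C.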
Abeta yeast res: qHTS for compounds that reverse cellular toxicity of Amyloid beta (A-beta) peptide in yeast: Primary Screen; yeast expressing A-beta42, growth rescue, OD600, 48 h; response scale: 0% DMSO, 100% iron-clioquinol control; Potency, µM (titrated, usually from 46.1 µM), for the others: at the highest dose growth rescue, most hits filed as activators; 410,000 compounds, 0.063% hits; AID 1347071, 2019; further: potency means the concentration at half of the fitted maximal effect; nearly all actives have a fitted effect of over 55% in size
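Growth rescue measured by 600 nm absorbance after 48 h yeast culture at 30 C with compound. Values normalized between DMSO and an equimolar ferric chloride plus clioquinol control.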
Akt phos inh: HTS Assay for Inhibitors of Akt Phophorylation: Primary Screen. Neuro2A IGF-stimulated pAkt S473 HTRF, 20 min; hits give low values. activity change, % for hits at 50 µM. 360,000 compounds, 0.32% hits. AID 651550, 2012; in the data active means activity change below about -80%; inconclusive means mostly about -51% to -80%; further: on the % scale 0 is the no-effect control and ±100 the full control effect
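Single-point screen (50 µM final compound) in Neuro2A cells stimulated 20 min with 6 nM IGF at 37 deg C. After lysis, Ser473-phosphorylated Akt read by HTRF (ex 330 nm, em 615/665 nm) as the 665/615 ratio.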
FUS yeast rescue: qHTS for Suppressors of FUS Proteinopathy: Primary screen using FUS-linked yeast assay. AID 1347120, 2019. 390,000 compounds, 0.24% hits. Potency, µM (series often up to 76.6 µM), for inactives: at the top dose growth rescue (activation), hits mostly activators. S. cerevisiae FUS-expressing, growth rescue, OD600, 24 h;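 further: potency means the concentration at half of the fitted maximal effect; plate controls were DMSO vehicle for no effect and reference control for full effect; nearly all actives have a fitted effect of over 55% in size; some results filed as inactive show a strong effect at the top dose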
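FUS-expressing yeast, raffinose-pregrown, induced in 2% galactose minimal medium at OD 0.005; compounds in a dilution series, 24hr at 30C. Growth restoration read as absorbance at 600 nm. CP55940 positive control, DMSO negative.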
aSyn rescue: qHTS of alpha-syn Inhibitors; 370,000 compounds, 0.14% hits; Potency, µM (top dose mostly 46.1 µM), for the others: at the top dose growth rescue (activation), actives largely listed as activators; Yeast expressing alpha-synuclein, growth rescue, BacTiter-Glo, 24 h; AID 652106, 2013; further: potency means the concentration at half of the fitted maximal effect; % of control where 0% means no effect; nearly all actives have a fitted effect of over 65% in size
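Readout is rescue of growth in alpha-synuclein-expressing yeast, so inhibitors of toxicity appear as activators. Growth after 24 hr at 30 deg C in galactose medium is quantified by luminescence.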
GLP-1R agonist: qHTS of GLP-1 Receptor Agonists. Glucagon-like peptide 1 receptor (Homo sapiens), P43220. HEK293 GLP-1R CRE-luciferase, luminescence, 4-6 h; cells express a hypersensitive GLP-1R form. Potency, µM (titrated, usually from 45.6 µM), inactives show at the top dose activation, usual class: activators. 380,000 compounds, 0.007% hits. AID 624172, 2012; further: potency means the concentration at half of the fitted maximal effect; % of control where 0% means no effect
TDP-43 yeast inh: qHTS of TDP-43 Inhibitors; AID 652104, 2013; Potency, µM (doses to about 46.1 µM), without a hit: at the highest dose growth rescue (activation), actives largely listed as activators; TDP-43 expressing yeast growth rescue, BacTiter-Glo, 24 h; 410,000 compounds, 1.8% hits; further: potency means the concentration at half of the fitted maximal effect; % of control where 0% means no effect; nearly all actives have a fitted effect of over 50% in size
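Luminescence from BacTiter-Glo reports growth of TDP-43-expressing yeast after 24 hr at 30 deg C with compound. Cells were raffinose-pregrown to mid-log, then seeded in galactose medium at OD600=0.02.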
PTHR1 ag: qHTS for PTHR1 Agonists: Primary Screen | AID 743266, 2014 | 410,000 compounds, 0.075% hits | HEK293 GP2 PTHR1 cells, GloSensor cAMP luminescence, 1 h | Potency, µM (top dose mostly 115 µM), for the others: at the top dose activation, most hits filed as activators; further: potency means the concentration at half of the fitted maximal effect; nearly all actives have a fitted effect of over 55% in size; some results filed as inactive show a strong effect at the top dose; inactives centre near -15; many of its hits are not listed in these tables
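HEK-293-derived GP2 cells expressing PTHR1 and a GloSensor cAMP reporter, 3,000/well, plated overnight, given luciferin plus IBMX (each 0.5 mM as added) for 1 h at 37 °C, then compound for 1 h at 37 °C. Luminescence was read after 15 min at room temperature.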
* hit, by the source's call; i = inactive; ? = inconclusive; nt = no result given; [ ] = remark or other dose. Unless noted, the call rests on the fitted dose curve; in most records, active means well fitted curve in the direction sought with a large enough effect; inconclusive means small, poorly fitted or top-dose-only effect, or another doubt; inactive means no such curve, though single readings can be large; an effect the other way counts as inactive or inconclusive.

[1] CCOC(=O)C1CCCN(S(=O)(=O)c2ccc3[nH]c(=O)ccc3c2)C1 (stereo unspecified)
[2] O=C(NC(O)C(=O)c1ccc(F)cc1)c1ccc(F)cc1 (stereo unspecified)
[3] Cc1ccccc1-c1noc(N)c1C#N
[4] O=C(NCc1ccco1)c1ccc(N2CCCCC2)c([N+](=O)[O-])c1
[5] CCOCCCNC(=O)C(c1ccc(C)cc1)N(Cc1ccc2c(c1)OCO2)C(=O)c1ccccc1O (stereo unspecified)
[6] CCc1nc2ccc(C(=O)NCc3ccc4c(c3)OCO4)cn2c1N(CC)Cc1cccc(Br)c1
[7] NC(=O)C1CCN(C(=O)c2ccc(-c3ccccc3)cc2)CC1
[8] CC(C)[C@H]1CN=C2N(C[C@H](C)NC(=O)CCC3CCCCC3)[C@H](Cc3ccc(O)cc3)CN21
[9] O=C(Nc1ccc(CN2CCOCC2)cc1)c1cccc(F)c1
[10] O=C(NNC(=O)c1ccccc1-c1ccccc1C(=O)O)c1cccc([N+](=O)[O-])c1
Compound	1	2	3	4	5	6	7	8	9	10
D3 antag	nt	1	-6	0	nt	8	-2	-94*	-9	11
GLP-1R inv ag	7%	16%	3%	-2%	-29%	?	12%	-20%	-30%	1%
Abeta yeast res	-3%	2%	4%	18%	4%	5%	11%	11%	-22%	-4%
Akt phos inh	nt	i	i	i	nt	i	i	i	i	i
FUS yeast rescue	0%	-7%	25%	17%	31%	37%	5%	11%	29%	25%
aSyn rescue	3%	2%	-5%	6%	nt	-30%[inhibitor]	2%	0%	-1%	1%
GLP-1R agonist	-6%	-7%	10%	11%	nt	7%	-14%	1%	-15%	1%
TDP-43 yeast inh	?	18%	0%	?	7%	?	-1%	9%	-18%	-21%
PTHR1 ag	-22%	-21%	i	-4%	-19%	i	i	-10%	i	-25%

[11] COCCCNC(=O)Cn1cc(C(=O)C2CC2)c2ccccc21
[12] Cc1cccc(-c2nc(C#N)c(N3CCC(C)CC3)o2)c1
[13] NC(=O)CC[C@H](NC(=O)c1ccc(F)cc1)C(=O)OCC(=O)NCc1ccc2c(c1)OCO2
[14] Cc1cc(C(=O)NNC(=S)NCC(C)C)no1
[15] O=C(NNC1=Nc2cc([N+](=O)[O-])ccc2OC1)c1ccccc1Cl
[16] O=C(c1ccccc1)c1ccc(OCC(O)CNCc2ccc(F)cc2)cc1 (stereo unspecified)
[17] O=C(COC(=O)c1ccc(F)cc1Cl)NC1CC1
[18] C/C(=N\S(=O)(=O)c1ccc(C)cc1)N1CCN(S(=O)(=O)c2ccccc2)C1
[19] COc1ccc(Cn2ccnc2SCC(=O)NCc2ccco2)cc1
[20] COc1ccc(C)cc1NS(=O)(=O)c1ccc2c(c1)N(C(C)=O)CCO2
Compound	11	12	13	14	15	16	17	18	19	20
D3 antag	24	3	12	?	-1	-18	-2	4	nt	-3
GLP-1R inv ag	-17%	11%	17%	-3%	4%	?	13%	1%	10%	2%
Abeta yeast res	-5%	-2%	1%	-4%	5%	-27%	2%	13%	6%	-1%
Akt phos inh	i	i	i	i	i	i	i	i	nt	i
FUS yeast rescue	22%	-15%	nt	41%	-15%	21%	-43%	nt	1%	8%
aSyn rescue	-7%	5%	-2%	?	-2%	-3%	-4%	0%	nt	-2%
GLP-1R agonist	-8%	4%	-1%	-15%	0%	11%	-7%	1%	nt	-1%
TDP-43 yeast inh	-6%	-20%	10%	-22%	-11%	-29%	1%	-2%	0%	-13%
PTHR1 ag	-76%	i	i	-10%[57.5 µM]	i	-33%[inhibitor]	-24%	-1%	i	i

A draw from above in order of length of the SMILES, ascending:
[12] Cc1cccc(-c2nc(C#N)c(N3CCC(C)CC3)o2)c1
[16] O=C(c1ccccc1)c1ccc(OCC(O)CNCc2ccc(F)cc2)cc1 (stereo unspecified)
[18] C/C(=N\S(=O)(=O)c1ccc(C)cc1)N1CCN(S(=O)(=O)c2ccccc2)C1
Compound	12	16	18
D3 antag	3	-18	4
GLP-1R inv ag	11%	?	1%
Abeta yeast res	-2%	-27%	13%
Akt phos inh	i	i	i
FUS yeast rescue	-15%	21%	nt
aSyn rescue	5%	-3%	0%
GLP-1R agonist	4%	11%	1%
TDP-43 yeast inh	-20%	-29%	-2%
PTHR1 ag	i	-33%[inhibitor]	-1%

(further entries)
[21] CN(CC(=O)Nc1cccc(F)c1)C(=O)c1cccc(N2C(=O)CCC2=O)c1
[22] Cc1nc2cc(Nc3nnc(-c4ccccc4)c4ccccc34)ccc2n1C
[23] O=C(NC(c1ccc(F)cc1)c1ccc2ccccc2n1)C1CCN(Cc2cccc(C(F)(F)F)c2)CC1 (stereo unspecified)
[24] O=C(NCCCCNC(=O)c1ccccc1Cl)c1ccccc1Cl
[25] COc1ccc(OC)c(NC(=S)N2CCN(C(=O)C3CCCO3)CC2)c1 (stereo unspecified)
[26] COC(=O)C1=C(C(=O)OC)C2(OC1c1ccccc1C)C(=O)c1ccccc1C2=O (stereo unspecified)
[27] O=C(CN1C(=O)CC(c2ccccc2)S(=O)(=O)c2ccccc21)NC1CCCC1 (stereo unspecified)
[28] Cc1ccc(C(=O)Oc2cc(N)n(S(=O)(=O)c3ccc(C)cc3)n2)cc1
[29] N#Cc1cccc(Cn2cc(C(F)(F)F)ccc2=O)c1
[30] COc1ccc(NCC(=O)N/N=C(\C)c2cc3ccccc3o2)cc1
Compound	21	22	23	24	25	26	27	28	29	30
D3 antag	18	-14	-81*	8	2	-3	-15	4	-16	0
GLP-1R inv ag	18%	-8%	?	-15%	1%	14%	9%	-19%	4%	?
Abeta yeast res	-6%	-2%	-1%	-3%	-10%	20%	-5%	4%	2%	15%
Akt phos inh	i	i	i	i	i	nt	i	i	i	i
FUS yeast rescue	-23%	-4%	16%	-9%	3%	-4%	15%	-4%	16%	27%
aSyn rescue	-1%	-1%	-18%	6%	4%	0%	-6%	0%	-5%	1%
GLP-1R agonist	6%	1%	-6%	-5%	5%	-20%	5%	-1%	15%	11%
TDP-43 yeast inh	11%	-3%	23%	-12%	10%	-7%	14%	6%	2%	-5%[0.397 µM]
PTHR1 ag	-10%	-7%	i	i	-23%	i	-24%	-19%	-25%	i

[31] CC1(C)CC(=O)c2cc(O)ccc2O1
[32] CCc1ccc(CNC(=O)c2cc3c(s2)-c2ccccc2OC3)cc1
[33] CCN1N=C(c2cc(Cl)sc2Cl)CSC1=O
[34] O=C1c2cccnc2C(=O)N1CNc1ccc(Cl)cc1
[35] CCN(CC)S(=O)(=O)c1ccc(NC(=O)CSc2nnc(-c3ccc(F)cc3)o2)cc1
[36] COc1ccc(CNC(=O)CN2C(=O)CSc3ccc(S(=O)(=O)N4CCOCC4)cc32)cc1
[37] COc1ccc(-n2c(C)c([N+](=O)[O-])c3ccc(O)c(CN4CCCCC4)c32)cc1
[38] Cc1ccc(-c2[nH]ncc2C(=O)c2ccc(Br)cc2)c(O)c1
[39] COc1ccccc1CNC(=O)COC(=O)C1CCN(c2ccc(C(F)(F)F)cn2)CC1
[40] COc1ccc(NC(=O)CN2CCC(C)CC2)cc1
Compound	31	32	33	34	35	36	37	38	39	40
D3 antag	52	nt	22	-7	7	5	?	5	14	-69*
GLP-1R inv ag	-3%	-27%	?	-10%	5%	-1%	?	?	13%	8%
Abeta yeast res	3%	-15%	-4%	-8%	8%	13%	-5%	14%	0%	-29%
Akt phos inh	i	nt	i	i	i	i	i	i	i	i
FUS yeast rescue	nt	-2%	2%	-25%	0%	6%	-12%	17%	?	7%
aSyn rescue	1%	-3%	2%	-2%	6%	0%	6%	25%	3%	0%
GLP-1R agonist	2%	4%	17%	-5%	9%	4%	-39%[inhibitor]	28%	-1%	-13%
TDP-43 yeast inh	20%	9%	?	5%	-4%	3%	-6%	30%	0%	-11%
PTHR1 ag	i	i	-29%	-25%	-6%[57.5 µM]	i	-10%	i	-3%	i

[41] O=C(c1cc2ncc(Br)cn2n1)N1CCOCC1
[42] COc1ccc(NC(=O)CSc2ncnc3c2cnn3Cc2ccccc2)cc1OC
[43] CN(CC(=O)Nc1ccccc1Cl)C(=O)COc1cccc2c1OC(C)(C)C2
[44] O=C(NCc1nnnn1-c1ccc(F)cc1)C(=O)c1c[nH]c2ccccc12
[45] CC(NC(=O)COC(=O)C1CCN(c2ccc(C(F)(F)F)cn2)CC1)c1ccc(Br)cc1 (stereo unspecified)
Compound	41	42	43	44	45
D3 antag	?	4	10	-9	19
GLP-1R inv ag	-5%	18%	?	-11%	-16%
Abeta yeast res	4%	23%	7%	-3%	3%
Akt phos inh	i	i	i	i	i
FUS yeast rescue	7%	33%	8%	-36%	?
aSyn rescue	-1%	4%	11%	-3%	-1%
GLP-1R agonist	-11%	0%	10%	-6%	2%
TDP-43 yeast inh	-11%	-2%	-5%	-4%	-3%
PTHR1 ag	i	-15%[57.5 µM]	i	i	-11%

Some of the compounds tested. The share of hits here may be higher or lower than overall.
